Assay outcomes: PubChem, several laboratories
ABHD4 inh: inhibits mouse alpha/beta hydrolase domain 4; 370,000 tested, 0.54% active; purified mABHD4, FP-Rh probe fluorescence polarization; Q8VD66; inhibition, % at 8.92 µM; AID 720543;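 active = inhibition exceeding the mean over every tested compound plus 3 SD, cut at about 30% in these data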;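 also: 0% = plate median of compound wells and 100% = S159A mutant with DMSO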
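Assay system: mouse ABHD4 enzyme, wild type / Also added: fluorescent activity-based probe FP-Rh / Doses: single nominal dose of 8.92 µM, 0.89% DMSO final / Timing: 45 min compound pre-incubation plus 60 min probe step, 25 °C / Signal: FP readout, ex 525 nm / em 598 nm / Control set: S159A mutant/DMSO as 100%, compound-well median as 0%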
PRMT1 inh: inhibitors of human PRMT1; Q99873; inhibition, % at 2.79 µM; recombinant PRMT1, activity-based probe fluorescence polarization; 370,000 tested, 1.3% active;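 active = inhibition above about 21% made by adding two undisclosed values, limit read from the data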
Target sequence (Q99873 whole entry, looked up): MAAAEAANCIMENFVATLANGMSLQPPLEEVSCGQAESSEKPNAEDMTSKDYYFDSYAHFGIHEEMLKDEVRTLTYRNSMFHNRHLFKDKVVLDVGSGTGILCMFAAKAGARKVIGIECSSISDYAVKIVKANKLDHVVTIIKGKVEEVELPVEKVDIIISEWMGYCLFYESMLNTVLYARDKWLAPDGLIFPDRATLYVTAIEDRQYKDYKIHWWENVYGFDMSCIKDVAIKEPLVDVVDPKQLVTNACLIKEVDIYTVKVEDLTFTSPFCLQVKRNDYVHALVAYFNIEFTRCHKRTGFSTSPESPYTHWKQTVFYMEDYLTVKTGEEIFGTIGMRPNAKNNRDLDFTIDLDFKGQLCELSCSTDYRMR
LEDGF integ inh: blocks HIV-1 LEDGF/p75-dependent DNA integration. TR-FRET IN-LEDGF/p75 DNA integration, Eu/Cy5. inhibition, % at 3.7 µM. 370,000 tested, 0.64% active. AID 743269;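 active = inhibition above the screen-wide mean plus 3 SD, cut at about 13% in these data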;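 also: signal is the Cy5 over europium emission ratio at 671 and 618 nm; 0% = plate median of compound wells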
TDP2 inh: TDP2 (human) inhibition, absorbance primary screen. recombinant TDP2, T5PNP hydrolysis, p-nitrophenol absorbance 415 nm. 370,000 tested, 0.34% active. inhibition, % at 12.8 µM. AID 720702;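 active = inhibition above the mean of all tested compounds plus 3 SD, set per campaign, cut at about 25% in these data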;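 also: 0% = DMSO with enzyme and 100% = buffer with substrate but no TDP2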
Target sequence (O95551 whole entry, looked up): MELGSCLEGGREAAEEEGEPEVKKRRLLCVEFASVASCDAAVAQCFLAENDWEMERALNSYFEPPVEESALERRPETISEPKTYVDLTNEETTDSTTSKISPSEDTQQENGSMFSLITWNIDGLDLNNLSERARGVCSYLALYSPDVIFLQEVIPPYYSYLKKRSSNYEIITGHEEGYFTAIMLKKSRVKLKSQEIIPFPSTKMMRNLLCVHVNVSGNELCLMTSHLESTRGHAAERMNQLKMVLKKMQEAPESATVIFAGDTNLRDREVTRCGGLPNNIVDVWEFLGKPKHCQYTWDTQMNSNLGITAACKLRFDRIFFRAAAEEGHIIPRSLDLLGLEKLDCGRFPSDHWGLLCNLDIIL
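Assay system: Recombinant human TDP2 | Quantity: 120 nM TDP2 per well | Incubation: 2 h at 37 °C | Signal: Epi absorbance | Evaluation: Percent inhibition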
SIAE inh: human SIAE inhibition, primary screen; Q9HAT2; SIAE FP-Rh probe binding, fluorescence polarization; inhibition, % at 9.66 µM; 370,000 tested, 0.69% active; AID 1053197;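 active = inhibition above a cutoff: mean of compounds within the control limits plus 3 SD of those, cut at about 17% in these data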;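 also: 0% = plate median of compound wells and 100% = probe without SIAE protein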
TCR CD3 inh: inhibitors of human TCR-CD3 interaction; TAMRA-labeled TCR probe fluorescence, biochemical; inhibition, % at 9.4 µM; 360,000 tested, 0.37% active; in the data active = inhibition above about 19%;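 also: recombinant mutant TCR 2C K166C tagged with TAMRA read by polarization; 0% = receptor in buffer alone and 100% = receptor with positive control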
PG9 binder: binds the HIV-1 gp120 antibody PG9; inhibition, % at 6.7 µM; 360,000 tested, 0.43% active; TR-FRET gp120-PG9 antibody binding; in the data active = inhibition above about 8.5%
HTRA1 inh: blocks human HTRA1 serine peptidase; recombinant HTRA1, FP-rhodamine activity-based probe, fluorescence polarization; 340,000 tested, 0.5% active; Q92743; inhibition, % at 5.96 µM; in the data active = inhibition above about 36%;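 also: 0% = enzyme with DMSO and 100% = wells lacking enzyme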
rCAG RNA binder: r(CAG) repeat RNA binding | inhibition, % at 3 µM | TO-PRO-1 dye displacement fluorescence | 370,000 tested, 1.3% active;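 active = inhibition above the plate cutoff, the mean of all test compounds on that plate plus 3 SD, cut at about 35% in these data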;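 also: 0% = DMSO alone and 100% = 100 µM mitoxantrone as full dye displacement; higher means more dye released from RNA so lower well fluorescence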
NR1D1 modulator: Rev-erb alpha (human) modulation; Rev-erbα–FITC-DNA binding, fluorescence polarization, 90 min; activity, % at 10 µM; 370,000 tested, 0.79% active; AID 1259318;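 active = activity above about 14%, limit read from the data; passing the limit was not always enough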;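 also: 0% = DMSO wells with 35 nM protein and 100% = DMSO wells with 750 nM protein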
* = called active by the depositor; x = not tested or not shown; & = joins results of further samples. Only part of the results is shown. The share of hits here may be higher or lower than overall.

Every second line gives: ABHD4 inh, PRMT1 inh, LEDGF integ inh, TDP2 inh, SIAE inh, TCR CD3 inh, PG9 binder, HTRA1 inh, rCAG RNA binder, NR1D1 modulator
> CN1CCN(c2ccc(-c3ccnn3C(=O)Nc3cccc(C(F)(F)F)c3)cc2)CC1
  -2, 1, 0, 6, 2, -6, -1.6, -3, 21, 1
> CCOc1cc(CNc2cccc3[nH]c(C)nc23)ccc1OC
  20, -1, 1, 11, 12, 2, -3.5, 2, 1, -9
> COc1cc(C=NNC(=O)c2cccnc2)ccc1OC(=O)c1ccccc1F
  -7, 0, -1, -2, -15, 5, 0.2, -6, 5, -1
> COc1ccc2[nH]c(C)c(C(=O)CN3CCN(C(=O)c4ccco4)CC3)c2c1
  6, 3, 0, -9, 0, -5, 0.4, -5, -3, -2
> CC(=O)Nc1ccc(NC(=O)c2ccccc2N(C)S(=O)(=O)c2ccc(C)cc2)cc1
  -4, 0, 7, -8, -3, -2, -1.1, -3, 0, 0
> O=C(Nc1ccncc1)Nc1ccc(F)c(Cl)c1
  -17, -2, 0, 6, -13, 10, -0.7, -20, 7, 5
> COc1ccc(/C=N/N(Cc2ccccc2)c2ccccc2)cc1O
  10, -4, 5, -20, 9, -3, -2.4, 11, 4, 2
> COc1ccccc1/C=C/C=N/NC(=O)CN1CCN(Cc2ccccc2)CC1
  -1, -2, 2, 0, 17*, 3, -2.8, 0, -7, 2
> O=C(OCC(=O)N1CCCC1=O)c1nc(Cl)c(Cl)c(Cl)c1Cl
  -6, 3, -1, -8, -9, 3, -2.8, 1, -3, -16
> O=C(/C=C/c1ccccc1Cl)N(Cc1ccccc1)C1CCS(=O)(=O)C1 (stereo not given)
  -1, -1, 1, -4, 8, -2, -1.0, -8, 1, -7
> CCCN(CC1CC1)C(=S)NC(=O)c1cc(Br)ccc1Cl
  6, -2, 17*, -10, 3, 11, -0.7, -2, 2, 2
> O=c1c2ccccc2nc(SCc2cccc(F)c2)n1Cc1ccco1
  -1, -2, 5, -4, -2, 4, -3.6, -6, -2, 3
> C/C(Cc1ccccc1)=N\NC(=O)CNC(=O)c1ccc(C(C)(C)C)cc1
  -7, -4, 0, 10, -2, 2, -0.8, -19, 0, 3
> CCOC(=O)C1=NN(c2cccc(Cl)c2)C2=NC(C)=C(C(=O)OC)C(c3cccs3)N12 (stereo not given)
  1, 6, -4, -3, -10, -1, 0.2, -5, 5, 3
> CCC(=O)N=c1sc2c(OC)ccc(OC)c2n1C
  0, -2, -3, 4, -4, 2, 0.1, 1, -2, 47*
> O=C(N/N=C/c1ccc(-n2ccnc2)cc1)c1cccs1
  -14, 0, 2, 8, 7, 0, -0.2, -3, -1, 2
> Cn1ccc2c(N3CCCCC3)cc3c(c21)C1CCC3C1 (stereo not given)
  14, 2, 1, -3, 3, 9, -0.7, x, 7, 9
> Cn1nc(C(=O)N2CCCC2)c2ccccc2c1=O
  2, -1, -4, -2, -8, 5, -0.1, 5, 0, 2
> CCOC(=O)CSc1ccc(C(=O)NCCCN2CCOCC2)cc1[N+](=O)[O-]
  -5, 8, 3, -23, -4, -7, -3.7, 1, 3, -1
> CCc1cc(=O)oc2c(C)c(O[C@@H]3O[C@H](CO)[C@@H](O)[C@H](O)[C@H]3O)ccc12
  -7, -1, 1, 8, 1, 8, -0.2, -1, -1, 5
> CN(C)/C=C1\SC(=S)N(N2C(=O)C3C4C=CC(C4)C3C2=O)C1=O (stereo not given)
  -6, 0, -1, 5, -13, 0, -0.1, -1, -1, -3
> CCCCC(=O)NC(c1ccccc1Cl)c1ccc2cccnc2c1O (stereo not given)
  10, -3, 6, -10, 10, -4, 0.2, 57*, 3, 8
> CCOCCCNC(=O)c1c[nH]c2cc(OC)ccc2c1=O
  6, -5, -4, 8, -3, 1, -0.7, 6, -3, 2
> Nc1nc2ccccc2n1Cc1ccc(Cl)c(Cl)c1
  -4, 6, -1, -21, -1, -2, 0.2, 0, 0, 7
> COc1ccc(C2=NOC(C(=O)NCc3cccs3)C2)cc1 (stereo not given)
  -3, 1, -1, 12, -1, -6, -0.1, 1, -1, 1
> Fc1ccc(Nc2nc(N3CCOCC3)nc(N3CCOCC3)n2)cc1
  7, 0, 3, 16, -2, 7, -2.4, 0, -4, -5
> O=C(Nc1ccc2c(c1)OCO2)c1ccc(N2CCCC2)c([N+](=O)[O-])c1
  7, 1, 1, -2, 22*, 2, -1.7, 5, 9, -2
> Cc1ccc(NS(=O)(=O)c2ccc3c(c2)CCC(=O)N3)cc1
  -6&4, 7&4, 1&-3, 0&-11, -4&3, -1&-6, -0.7&-0.2, -4, 3&1, -1&-2
> CC(C)C[C@H]1CN(CCCC[C@H]2CNC(=O)C(=O)N2CCc2ccccc2)C(=O)C(=O)N1CCC1CCCCC1
  -5, 3, 0, -3, -4, -6, -1.4, x, 6, -8
> CCN(CC)c1ccc(NC(=O)CSc2nc3ccccc3c(=O)n2-c2cc(S(=O)(=O)N(C)C)ccc2C)cc1
  0, -2, -3, -1, 8, 12, -0.9, 1, 15, 2
> COc1cc(Cc2cc(N)nc(N)n2)cc(OC)c1OC
  1, 0, -1, 0, 4, -9, 0.5, 8, -2, 11
> O=C(COc1c(Cl)cccc1Cl)Nc1ccccc1N1CCCC1
  3, -2, 3, 13, 8, 4, -0.8, -7, -5, 1
> CCN(CC(=O)Nc1c(F)cccc1F)C(=O)CCNC(=O)c1ccc([N+](=O)[O-])cc1
  -5, 0, -2, -1, 3, -14, 0.7, 4, -5, -6
> COc1ccc(C(=O)N(CCCO)Cc2cc3c(C)ccc(C)c3[nH]c2=O)cc1OC
  -7, -3, 0, 5, 4, 1, -0.1, -1, 0, -1
> CCCCC(=O)N/N=C/c1sccc1C
  -4, -1, 2, -9, 1, -2, -5.1, 4, 0, 4
> Cc1csc(NC(=O)c2cc(-c3ccco3)nc3ccccc23)n1
  13, 24*, 26*, -14, 5, 8, -2.3, 25, 44*, -30
> COc1ccc(S[C@]2(C(=O)N3CCN(C(C)=O)CC3)CC(=O)N(C(=O)C3CC3)[C@@H]2c2ccc(OC)cc2)cc1
  3, 53*, -3, -3, 1, x, x, x, 5, 0
> O=C(c1cc(-c2ccccc2)on1)N1CCN(Cc2ccc3c(c2)OCO3)CC1
  -6, -2, -3, 3, 3, -2, 0.1, -10, -6, -6
> COc1cccc(C(O)c2nc(-c3ccccc3OC)cs2)c1 (stereo not given)
  -9, 0, -2, 6, 8, -13, 1.2, x, -1, 2
> CC(C)(C)C(=O)NCCN1CCN(C(=O)C(C)(C)C)CC1
  -1, 2, -2, 8, -2, 6, -1.4, 2, 3, 1
> COc1ccc(Cl)cc1-c1n[nH]c(=S)n1C1CCCCC1
  -53, 13, -2, -29, -4, 2, 0.7, -5, 7, -1
> O=C(O)CCC(=O)N1N=C(c2c(-c3ccccc3)c3cc(Cl)ccc3[nH]c2=O)CC1c1cccs1 (stereo not given)
  -1, 4, 3, 1, -4, -4, 0.2, -12, 26, -4
> CC(C)NC(=S)Nc1ccc2cn[nH]c2c1
  0, -1, 1, -8, 19*, 11, -4.0, 9, 0, -2
> COc1ccc(NC(=O)c2cc(SC)ccc2Cl)cc1
  -7, -2, 0, -7, -1, 2, 0.6, -16, -2, -2
> S=C(Cc1ccccc1)Nc1ccccc1
  -2, -4, 2, 7, 2, 6, -0.3, -6, 4, -4
> Cc1c(Cc2ccccc2)c(=O)oc2c(C)c(OCC(=O)Nc3ccc(C#N)cc3)ccc12
  3, 2, -2, -9, -7, 3, 3.4, -3, 5, 24
> COc1ccc(OCC(=O)Nc2ccc(S(=O)(=O)N(C)c3ccccc3)cc2)cc1
  -20, -2, 1, -1, 1, -1, -1.9, -28, 0, 4
> O=C(Nc1ccccc1)OCC(CN1CCCCC1)OC(=O)Nc1ccccc1 (stereo not given)
  -10, -2, 1, 1, -1, -3, -0.1, -11, 0, -3&-1
> CC(=O)Nc1ccc(S(=O)(=O)NCC(=O)N2CCN(S(=O)(=O)c3cccs3)CC2)cc1
  0, 24*, 7, -1, -1, 3, -1.4, -2, 3, -2
> COc1ccc(/C=C/c2c([N+](=O)[O-])c(=O)n(C)c(=O)n2C)cc1O
  4, -1, 0, 7, 2, 0, 0.0, 1, 0, -3
> CCc1cc2c(=O)c(-c3ccc4c(c3)OCCO4)coc2cc1OS(C)(=O)=O
  -4, -1, 0, 5, -9, 9, -1.4, -24, 5, 3
> Cc1cc(Br)ccc1NC(=O)CSc1nnc(CN2CCOCC2)n1C
  -1, 0, 2, 6, -4, 4, 1.1, 6, 1, -1
> O=C(NCC1CCCN1S(=O)(=O)c1cccs1)c1ccc(F)c(F)c1 (stereo not given)
  0, -2, 2, -2, 6, 8, -0.3, 0, -1, -6
> COC(=O)C1=C(C)N(Cc2ccccc2C(F)(F)F)C(=NCc2ccc(OC)cc2)NC1c1ccccc1 (stereo not given)
  13, 1, -2, -3, 9, 4, 0.1, x, 7, -4
> COC(=O)c1cc2c(c3c4cc(F)ccc4n(C(=O)c4ccccc4)c13)C(=O)N(C1CCCCC1)C2
  16, 5, -1, -6, -1, -9, -0.2, x, 15, 2
> COc1ccc(Nc2ncnc3sccc23)c(OC)c1
  4, -4, 6, 8, -4, -1, -0.2, 14, 11, 3
> O=[N+]([O-])c1ccccc1/C=C/C1Nc2cccc3cccc(c23)N1
  27, 21*, 0, -2, 8, x, x, x, 22, -5
> COc1cc(OC)cc(C(=O)N[C@H](C(=O)OCC(=O)c2ccc(C)c([N+](=O)[O-])c2)C(C)C)c1
  -3, -1, -2, -7, -1, 7, -0.2, -3, 8, 2

Shown as a hit in HTRA1 inh (from the list above):
| smiles | ABHD4 inh | PRMT1 inh | LEDGF integ inh | TDP2 inh | SIAE inh | TCR CD3 inh | PG9 binder | HTRA1 inh | NR1D1 modulator |
| --- | --- | --- | --- | --- | --- | --- | --- | --- | --- |
| CCCCC(=O)NC(c1ccccc1Cl)c1ccc2cccnc2c1O (stereo not given) | 10 | -3 | 6 | -10 | 10 | -4 | 0.2 | 57* | 8 |
